# HSF-1 GFP decrease = GFP reporter loss versus dox-driven RFP – NIH3T3 R4 cells, cherry-pick, set 3, dose response (AID 493083). NIH3T3 R4 HSF-1 GFP reporter, heat shock, 48 h. AC50 in µM for hits, for the others activity change, negative = inhibition, % at the top dose, mostly 19.5 µM. hit rate 4% among 2,400;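 active means compounds lowering signal whose fitted AC50 is at most ten times the top tested dose; inconclusive means flat fit with moderate inhibition, or poor curve fit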;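 further: 0% = neutral control wells and -100% = didemnin B positive control; many of its hits are not listed in these tables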
# Starred values were filed as active, the others as inactive; ? = inconclusive.
nr	SMILES	HSF-1 GFP decrease
1	COc1ccc(-c2nc3ccccc3c(=O)n2-c2cccnc2)cc1	0%
2	COC(=O)C[C@]1(C(=O)OC)CN(C#N)N(c2ccc(Cl)cc2)C12c1ccccc1-c1ccccc12	?
3	COc1ccc(C2=CC(c3ccc(OC)c(OC)c3)c3c(c4ccccc4oc3=O)O2)cc1OC (stereo unspecified)	5%
4	COc1ccc(OC)c(N2C(=O)NC(=O)/C(=C\c3ccc([N+](=O)[O-])s3)C2=O)c1	50%
5	CN1C(=O)c2ccccc2Sc2ccc(C(=O)N3CCC4(CC3)OCCO4)cc21	9%
6	COc1cccc(-c2nc3ccc(N4CCN(C)CC4)cc3[nH]2)c1	1%
7	OC1/C(=C/c2ccccc2C(F)(F)F)N2CCC1CC2 (stereo unspecified)	0%

# 3 entries from above, reformatted:
2) COC(=O)C[C@]1(C(=O)OC)CN(C#N)N(c2ccc(Cl)cc2)C12c1ccccc1-c1ccccc12
  HSF-1 GFP decrease: ?
3) COc1ccc(C2=CC(c3ccc(OC)c(OC)c3)c3c(c4ccccc4oc3=O)O2)cc1OC (stereo unspecified)
  HSF-1 GFP decrease: 5%
4) COc1ccc(OC)c(N2C(=O)NC(=O)/C(=C\c3ccc([N+](=O)[O-])s3)C2=O)c1
  HSF-1 GFP decrease: 50%

# Source: PubChem (Broad Institute)

# Some of the compounds tested. The share of hits here may be higher or lower than overall.
